Bioassay records as filed in PubChem BioAssay.
TRHR agonist – TRH receptor (human) agonism; P34981; TRHR cells, calcium flux fluo-8, FDSS agonist mode; activation, % at 2 µM; 360,000 compounds, 0.18% hits; AID 493084; in the data active = activation above about 30%; also: 0% is about no effect
Target sequence (P34981 whole entry, looked up): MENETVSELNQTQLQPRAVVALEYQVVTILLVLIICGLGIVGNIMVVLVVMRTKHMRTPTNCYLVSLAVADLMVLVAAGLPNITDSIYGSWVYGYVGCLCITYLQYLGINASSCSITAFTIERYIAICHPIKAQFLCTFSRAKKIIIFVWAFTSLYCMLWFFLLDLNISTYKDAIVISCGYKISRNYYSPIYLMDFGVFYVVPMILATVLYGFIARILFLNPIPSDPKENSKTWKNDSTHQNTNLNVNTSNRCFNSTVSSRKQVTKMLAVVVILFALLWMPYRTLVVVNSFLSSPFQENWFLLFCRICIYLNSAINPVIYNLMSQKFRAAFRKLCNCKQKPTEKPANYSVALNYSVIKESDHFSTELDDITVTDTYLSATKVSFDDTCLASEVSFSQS
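In this calcium-flux screen, cells bearing human TRHR are dye-loaded with fluo-8, baselined for 10 cycles, then exposed to library compounds; positive kinetic calcium responses during the agonist phase mark hits, with TRH as control.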
D1 ag – human D1 receptor agonism; HEK293 T-REx D1 cells, calcium flux, agonist mode; activation, % at 2 µM; 360,000 compounds, 1% hits; AID 504660; in the data active = activation above about 30%; also: 0% is about no effect
Target sequence (P21728 whole entry, looked up): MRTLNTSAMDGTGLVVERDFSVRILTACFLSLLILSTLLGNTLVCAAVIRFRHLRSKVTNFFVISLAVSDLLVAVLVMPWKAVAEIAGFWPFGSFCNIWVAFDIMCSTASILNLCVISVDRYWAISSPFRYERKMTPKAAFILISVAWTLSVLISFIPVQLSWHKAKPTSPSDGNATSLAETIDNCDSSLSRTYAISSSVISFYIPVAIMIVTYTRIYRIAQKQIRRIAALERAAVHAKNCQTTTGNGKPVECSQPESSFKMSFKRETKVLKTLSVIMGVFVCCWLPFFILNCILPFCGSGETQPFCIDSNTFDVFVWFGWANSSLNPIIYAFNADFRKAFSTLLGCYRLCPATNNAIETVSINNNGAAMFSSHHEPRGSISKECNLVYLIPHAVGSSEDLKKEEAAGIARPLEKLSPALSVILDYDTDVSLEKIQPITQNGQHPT
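Inducible HEK293 T-REx D1 cells, force-coupled to calcium signalling, were plated at 4000 cells/well with tetracycline and held overnight at 30 C. After no-wash calcium dye loading, compound-evoked calcium rise over 180 s flagged agonists.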
D1 antagonist – antagonists of human D1 dopamine receptor. HEK293 TREx D1 cells, calcium flux, dopamine EC80; hits give low values. 360,000 compounds, 3.2% hits. activity change, negative = inhibition, % at 10 µM; in the data active = activity change below about -30%; also: % is scaled to controls: 0 for no effect and ±100 for the full control effect
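Compound effects on dopamine-evoked calcium signalling were measured in tetracycline-induced HEK293 Trex D1 cells. Dopamine at EC80 followed a 180 s compound pre-read, and fluorescence was tracked kinetically for 180 s more.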
D1 potentiator – human D1 dopamine receptor positive modulation | 360,000 compounds, 0.036% hits | P21728 | HEK293 TREx D1 cells, calcium flux, dopamine EC20 potentiation | potentiation, % at 10 µM; in the data active = potentiation above about 30%; also: 0% is about no effect
RXFP1 agonist – activates the human relaxin receptor RXFP1; Potency, µM (titrated, usually from 57.5 µM), for inactives: at the highest dose activation, hits mostly activators; 370,000 compounds, 0.3% hits; AID 2676; HEK293T-RXFP1 cAMP TR-FRET, 30 min; response scale: percent of porcine relaxin response, buffer zero; Q9HBX9; also: potency is read from the fitted curve at half-maximal effect; % is scaled to controls: 0 for no effect and ±100 for the full control effect; nearly all actives have a fitted effect of over 60% in size; many of its hits are not listed in these tables
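cAMP rise read by TR-FRET after 30 min, 37C compound exposure (up to 58 uM) in RXFP1-transfected HEK293 cells with Ro 20174 present. EC50 from Hill-equation fits, with 29 nM porcine relaxin as 100% and buffer as basal.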
Apoferritin bind – binds horse apoferritin like a general anesthetic. P02791. Potency, µM (highest dose often 77.5 µM), for inactives: top-dose activity change, negative = displacement, hits mostly inhibitors. 350,000 compounds, 0.074% hits. apoferritin/1-aminoanthracene competitive binding, fluorescence; also: potency is read from the fitted curve at half-maximal effect; % is scaled to controls: 0 for no effect and ±100 for the full control effect; nearly all actives have a fitted effect of over 20% in size
Target sequence (P02791 2-175 limits assumed): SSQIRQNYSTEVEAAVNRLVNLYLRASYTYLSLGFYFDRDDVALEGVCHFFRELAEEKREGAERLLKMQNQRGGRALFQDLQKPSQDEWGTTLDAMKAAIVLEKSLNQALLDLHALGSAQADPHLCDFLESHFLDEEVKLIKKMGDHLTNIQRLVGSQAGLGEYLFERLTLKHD
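Horse-spleen apoferritin (10 uM) was mixed with 50% saturated 1-aminoanthracene in PBS, exposed to compounds for 10 min at room temperature, and read for fluorescence (ex 380 nm, em 535 nm). Competitive displacement was fitted with a four-parameter Hill equation.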
RXFP1 antagonist – antagonists of human relaxin receptor RXFP1. activity change, negative = inhibition, % at 57.5 µM. Q9HBX9. HEK293-RXFP1, relaxin-stimulated cAMP HTRF, 30 min; hits give low values. 350,000 compounds, 0.59% hits. AID 1259400;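 active = activity change of -60% or lower, but not beyond a set lower limit; inconclusive = change between -60% and -40%, or beyond the set limit; inactive = change above -40%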; also: % is scaled to controls: 0 for no effect and ±100 for the full control effect
D2 potentiator – D2 dopamine receptor (human) potentiation; HEK293 T-REx D2, calcium flux, EC20 dopamine potentiation; P14416; 340,000 compounds, 0.34% hits; AID 485347; potentiation, % at 10 µM;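 active = potentiation over 3 SD above the plate norm, cut at about 30% in these data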; also: 0% is about no effect
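Tetracycline-induced HEK293 T-REx cells force-coupled to calcium signalling expressed D2; compounds were pin-added after a 10 s baseline, read kinetically 180 s, then an EC20 dopamine challenge followed with a further 180 s calcium read.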
TRHR enhancer – allosterically enhances the human TRH receptor | P34981 | TRHR cells, fluo-8 calcium fluorescence, EC20 TRH enhancement | enhancement, % at 2 µM | 360,000 compounds, 0.66% hits; in the data active = enhancement above about 30%; also: 0% is about no effect
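TRHR-expressing cells loaded with fluo-8 calcium dye were read kinetically (ex 480/em 530) during compound addition, then stimulated with an EC20 of TRH (10 nM final). Enhancement of the Gq-mediated intracellular calcium response was scored.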
* hit, by the source's call; ? = inconclusive; nt = no result given. Unless noted, calls follow the shape of the dose curve; as a rule, active = well fitted curve in the direction sought with a large enough effect; inconclusive = small, poorly fitted or top-dose-only effect, or another doubt; inactive = no such curve, though single readings can be large; an effect the other way counts as inactive or inconclusive.

SMILES	TRHR agonist	D1 ag	D1 antagonist	D1 potentiator	RXFP1 agonist	Apoferritin bind	RXFP1 antagonist	D2 potentiator	TRHR enhancer
CCOC(=O)c1c(-c2ccc(OC)cc2)csc1NC(=O)CSc1nnc(C)c(=O)[nH]1	-0.5	1.7	3.2	2.8	0.3%	0.3%	-18.1	-3.1	14.6
Cc1occc(=O)c1OCc1c(F)cccc1Cl	0.3	1.0	-9.6	0.2	3.3%	-9.7%	-10.9	-4.9	-3.8
Cc1ccc(S(=O)(=O)NCC2CCC(C(=O)N(C)Cc3ccccc3)CC2)cc1 (stereo unspecified)	-0.4	4.4	-17.6	0.9	-2.4%	-15.3%	-28.4	-4.1	-2.6
CN(C)/C=C1\C(=O)Nc2ccccc21	0.0	1.1	-6.7	-0.9	-3.5%	-2.4%	-2.8	-11.2	-4.0
Cc1nn(-c2ccccc2)c(Cl)c1/C=N/Nc1ccc(Cl)c(C(=O)O)c1	-0.8	0.3	8.8	-8.1	5.8%	-8.2%	2.9	6.1	-1.0
O=C(Nc1ccc2[nH]c(=O)[nH]c2c1)c1cc(F)c(F)cc1Cl	-0.1	2.8	15.1	-7.0	-0.1%	1.5%	-7.3	-10.6	-5.0
COCCCNC(=O)/C=C/c1c(Cl)cccc1Cl	0.0	-1.3	-24.5	-3.0	-0.2%	1.9%	-3.2	-0.6	11.3
Cc1noc(C)c1S(=O)(=O)Nc1ccc(C(=O)Nc2ccc(C(C)C)cc2)cc1	-1.5	0.3	-6.4	-0.9	-1.6%	-4.0%	nt	19.2	12.0
Cc1ccc(C)c(OCc2nnc(SCC(=O)NCc3ccc4c(c3)OCO4)o2)c1	-1.7	1.5	3.5	-1.0	1.2%	?	-0.4	-4.9	-7.1
CC(C)(C)c1csc(NC(=O)c2cccnc2)n1	-0.6	5.8	-5.2	0.1	1.8%	-11.3%	-5.2	-4.5	-0.4
COc1ccc(Cc2nnc(Nc3ccc4c(c3)OCCO4)[nH]c2=O)cc1	0.1	3.1	6.4	-1.8	-0.2%	-15.6%	-2.5	5.6	7.3
CC(C)Sc1ncc(Cl)c(C(=O)Nc2ccc(S(=O)(=O)N3CCCCC3C)cc2)n1 (stereo unspecified)	3.9	2.0	0.2	-2.0	-0.3%	?	nt	0.8	-1.0
CCOCCCn1c(SCC(=O)NCc2ccc3c(c2)OCO3)nc2ccccc2c1=O	1.1	2.4	13.6	-7.4	1.5%	-7.2%	12.1	-5.2	-6.3
Cc1cc2nc(SCC(=O)N(C)C)c3c(c2cc1C)CCCC3	-0.1	1.6	-5.9	-3.4	-0.8%	?	2.2	0.9	-6.6
COc1ccc(/C=N/NC(=S)Nc2ccccc2)cc1COc1ccccc1F	0.3	2.1	6.4	-2.4	-0.1%	-8.7%	nt	4.7	0.2
CCNC(=O)CC1SC(=Nc2ccccc2C)N(C)C1=O (stereo unspecified)	0.2	1.5	-5.3	10.5	2.0%	6.9%	-6.3	-0.9	-1.4
COc1ccc(NC(=O)c2cncc(Br)c2)c(S(=O)(=O)N2CCOCC2)c1	0.1	1.8	-15.7	1.4	1.0%	-12.4%	5.9	-7.4	-2.3
NC(=O)c1oc2ccccc2c1NC(=O)C1COc2ccccc2O1 (stereo unspecified)	-0.5	-0.5	17.5	1.6	2.8%	-4.9%	-5.1	2.4	7.8
COc1ccc(-c2csc(NC(=O)CS(=O)(=O)c3ccccc3)n2)cc1	-0.4	3.0	6.6	0.4	-0.1%	nt	-6.4	8.8	0.7
C=C1CCC[C@]2(C)C[C@H]3OC(=O)C(CNCC(OC)OC)[C@H]3CC12 (stereo partly specified)	-0.3	4.8	-5.6	-7.6	0.0%	-0.8%	11.7	-8.3	-3.2
CCOC(=O)C1=C(O)CSC1=Nc1cccc(Cl)c1	-1.3	1.5	1.4	-4.5	-0.8%	-9.9%	-2.5	1.7	7.9
COc1ccc(CN(C(=O)c2cc(=O)c3ccccc3o2)C2CCS(=O)(=O)C2)cc1 (stereo unspecified)	0.4	-0.9	-2.7	-3.3	-0.7%	-9.5%	11.6	-1.9	0.7
COc1ccccc1C(=O)COC(=O)/C(=C/c1ccccc1)NC(C)=O	-1.0	-0.2	3.0	-0.9	-1.3%	nt	-7.0	16.1	16.1
O=S(=O)(NCc1nnc2ccccn12)c1ccc(Cl)cc1	0.0	3.9	2.8	nt	0.0%	nt	-5.1	-7.7	8.6
Cc1[nH]c(=O)cc2ccccc12	0.6	2.8	5.5	-14.4	2.6%	-4.4%	4.7	-7.7	-0.3
COc1ccc(NC(=O)N2CCCc3ccccc32)cc1	0.3	-0.5	2.4	-4.3	1.7%	-15.4%	13.6	-6.2	5.6
CCOc1ccc(NCC(=O)c2ccc(C)cc2)cc1	0.0	10.3	-3.7	-5.3	0.3%	-4.7%	2.5	0.0	-8.3
CC(=O)c1ccc(N2CCN(c3ncccn3)CC2)cc1	0.0	4.6	-17.0	4.0	3.0%	-12.7%	1.1	-2.3	4.1
COc1ccc(S(=O)(=O)N2CCCCCC2)cc1C(=O)Nc1ccc(C(=O)N(C)C)cc1	-0.3	0.8	-17.3	2.4	-0.1%	nt	-4.0	-0.8	0.6
CCOC(=O)N1CCC(N(CCOC)C(=S)Nc2cccc(SC)c2)CC1	-0.2	2.5	12.8	-10.2	0.0%	-14.3%	-1.3	-14.0	-4.5
O=c1[nH]c(CSc2nnc(-c3ccncc3)n2Cc2ccco2)nc2ccccc12	-0.3	1.4	8.2	-5.4	2.6%	-11.1%	-0.2	-1.8	-4.9
Cc1cccc(C(=O)Oc2c(Sc3ccccc3)c(C)nn2C(C)(C)C)c1	-0.1	2.0	13.5	3.0	2.9%	-2.2%	nt	nt	-2.9
OCCN(CCO)CC(O)COCCC12CC3CC(CC(C3)C1)C2 (stereo unspecified)	0.6	7.1	-0.8	-4.7	0.9%	?	-4.7	1.9	3.9
Cc1ccc(O)c(C(CC(=O)NC2CCCCC2)c2ccccc2)c1 (stereo unspecified)	-2.0	0.4	18.7	0.7	2.7%	-15.9%	-9.1	8.9	-3.3
CN(CC(=O)Nc1ccc(F)c(F)c1F)C(=O)CN1C(=O)C2CCCCC2C1=O (stereo unspecified)	0.7	4.5	9.1	-1.4	2.0%	-13.6%	-4.2	15.8	-0.7
CCOc1cc(C(c2c(C)[nH][nH]c2=O)c2c(C)[nH][nH]c2=O)ccc1OS(=O)(=O)c1ccccc1	0.0	3.3	4.8	-5.2	-0.3%	-13.8%	13.2	5.2	6.1
Cc1cc(C=O)c(C)n1-c1ccc(N2CCOCC2)c([N+](=O)[O-])c1	0.7	10.1	-16.8	4.3	2.7%	-21.2%	-13.3	11.7	1.7
CC(=O)Nc1ccc(S(=O)(=O)Nc2nc3ccccc3nc2Nc2ccccc2)cc1	-0.4	1.3	-17.7	-2.5	-0.7%	-10.0%	0.6	-10.3	-4.6
O=C(Nc1cccc(C(F)(F)F)c1)Nc1nnc(N2CCCCC2)s1	0.6	0.2	-26.4	-0.1	-0.1%	7.6%	1.2	-1.0	-11.8
O=C(Nc1ccc(N2CCOCC2)c(Cl)c1)c1ccc2c(c1)OCCO2	-0.6	10.1	-8.4	-1.3	-0.2%	-16.8%	-5.8	19.0	10.8

One compound at a time, from the list above. Screens in order: TRHR agonist	D1 ag	D1 antagonist	D1 potentiator	RXFP1 agonist	Apoferritin bind	RXFP1 antagonist	D2 potentiator	TRHR enhancer
Profile of `CN(CC(=O)Nc1ccc(F)c(F)c1F)C(=O)CN1C(=O)C2CCCCC2C1=O` (stereo unspecified) → 0.7	4.5	9.1	-1.4	2.0%	-13.6%	-4.2	15.8	-0.7
Profile of `Cc1cccc(C(=O)Oc2c(Sc3ccccc3)c(C)nn2C(C)(C)C)c1` → -0.1	2.0	13.5	3.0	2.9%	-2.2%	nt	nt	-2.9
Profile of `O=C(Nc1cccc(C(F)(F)F)c1)Nc1nnc(N2CCCCC2)s1` → 0.6	0.2	-26.4	-0.1	-0.1%	7.6%	1.2	-1.0	-11.8
Profile of `O=C(Nc1ccc(N2CCOCC2)c(Cl)c1)c1ccc2c(c1)OCCO2` → -0.6	10.1	-8.4	-1.3	-0.2%	-16.8%	-5.8	19.0	10.8

Continued.
SMILES	TRHR agonist	D1 ag	D1 antagonist	D1 potentiator	RXFP1 agonist	Apoferritin bind	RXFP1 antagonist	D2 potentiator	TRHR enhancer
Cc1cccc(C)c1NC(=S)N=Nc1c(O)n(C)c2ccc(S(=O)(=O)N3CCOCC3)cc12	-0.6	1.7	12.8	2.5	5.2%	2.4%	4.8	11.0	2.7
Cc1ccc(CNS(=O)(=O)c2ccc(CN3C(=O)c4cccnc4C3=O)s2)o1	0.3	13.4	-8.0	-5.2	?	-14.7%	24.2	2.5	4.9
COc1ccc(CCN2CC(O)=C(c3nc4ccccc4c(=O)[nH]3)C2=N)cc1OC	0.3	0.6	3.3	7.7	2.6%	-0.5%	3.1	4.0	-1.8
CCOc1ccc(NC(=O)c2ccc(N3CC4CC(C3)c3cccc(=O)n3C4)c(NC(=O)c3cccnc3)c2)cc1 (stereo unspecified)	0.4	-0.5	-1.5	-3.0	-3.6%	-12.3%	0.2	-8.7	-3.8
Cc1cc(C(=O)CS(=O)(=O)c2ccc(Cl)cc2)cc(C)c1O	0.0	5.4	11.6	-9.0	3.9%	?	20.7	-5.8	4.2
CC1CN(c2ncnc3c2cnn3-c2ccc(Cl)cc2)CC(C)O1 (stereo unspecified)	0.5	2.1	5.5	nt	-1.0%	-5.6%	nt	21.7	9.7
CCC(=O)N[C@@H]1CC(C(C)(C)NC(=O)CC)CC=C1C (stereo partly specified)	0.2	1.7	-8.5	6.8	1.1%	-6.5%	-1.0	-10.4	1.9
COc1ccc2no[n+]([O-])c2c1	0.0	0.1	-6.9	-4.8	-0.5%	2.9%	nt	-3.4	-4.9
CS(=O)(=O)c1ccc(-c2nnc(NC(=O)c3cccc(N4C(=O)CCC4=O)c3)o2)cc1	-0.1	3.6	10.3	-10.2	1.4%	nt	-17.7	6.0	11.7
COc1ccc(CC(=O)N/N=C(\C)CC(=O)Nc2ccc3c(c2)OCCO3)cc1	-0.2	-1.7	-3.9	2.0	3.5%	-12.4%	-22.1	-6.5	-6.3
O=C(O)CCCNC(=O)/C(=C\C=C\c1ccccc1)NC(=O)c1ccccc1Cl	0.5	3.6	3.9	7.3	-1.4%	-1.4%	-39.6	22.8	-5.5
O=C(Nc1sc2c(c1C(=O)O)CCC2)c1ccccc1Cl	0.2	7.7	-15.9	10.1	-3.5%	-2.4%	-11.3	-3.6	7.4

Not all compounds are listed. The share of hits here may be higher or lower than overall.
